Compound activity: PubChem BioAssay, The Scripps Research Institute Molecular Screening Center
M5 antag = blocks acetylcholine activation of human M5 receptor; P08912; CHO-hM5 cells, Fluo-8 calcium fluorescence, ACh EC80; inhibition, % at 3 µM; hit rate 0.59% among 360,000;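 active means inhibition above a per-plate cutoff, the mean of that plate's test compounds plus 3 SD, cut at about 27% in these data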;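 further: 0% = acetylcholine EC80 with DMSO and 100% = DMSO without agonist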
Target sequence (P08912 whole entry, looked up): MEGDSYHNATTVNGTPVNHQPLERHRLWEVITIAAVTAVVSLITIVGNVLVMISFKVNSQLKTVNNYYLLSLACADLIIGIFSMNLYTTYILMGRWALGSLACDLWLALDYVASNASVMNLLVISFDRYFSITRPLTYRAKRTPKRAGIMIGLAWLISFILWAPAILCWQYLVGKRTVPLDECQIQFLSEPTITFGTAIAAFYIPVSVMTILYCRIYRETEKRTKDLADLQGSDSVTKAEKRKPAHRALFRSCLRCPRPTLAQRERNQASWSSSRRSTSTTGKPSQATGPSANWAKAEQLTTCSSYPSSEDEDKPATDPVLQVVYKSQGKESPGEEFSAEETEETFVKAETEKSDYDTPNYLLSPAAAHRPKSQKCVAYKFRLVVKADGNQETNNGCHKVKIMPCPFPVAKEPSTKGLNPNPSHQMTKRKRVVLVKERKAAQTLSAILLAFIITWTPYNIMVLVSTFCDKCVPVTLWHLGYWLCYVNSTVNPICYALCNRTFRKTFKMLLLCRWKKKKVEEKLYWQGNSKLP
M4 antag = CHRM4 antagonism in calcium assay | P08173 | CHO-hM4 cells, ACh EC80, Fluo-8 calcium fluorescence | inhibition, % at 3 µM | hit rate 0.73% among 360,000 | AID 624125;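 active means inhibition above its plate's cutoff, the mean inhibition of sample wells plus 3 SD, cut at about 27% in these data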;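 further: 0% = acetylcholine EC80 with DMSO and 100% = DMSO without agonist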
Target sequence (P08173 whole entry, looked up): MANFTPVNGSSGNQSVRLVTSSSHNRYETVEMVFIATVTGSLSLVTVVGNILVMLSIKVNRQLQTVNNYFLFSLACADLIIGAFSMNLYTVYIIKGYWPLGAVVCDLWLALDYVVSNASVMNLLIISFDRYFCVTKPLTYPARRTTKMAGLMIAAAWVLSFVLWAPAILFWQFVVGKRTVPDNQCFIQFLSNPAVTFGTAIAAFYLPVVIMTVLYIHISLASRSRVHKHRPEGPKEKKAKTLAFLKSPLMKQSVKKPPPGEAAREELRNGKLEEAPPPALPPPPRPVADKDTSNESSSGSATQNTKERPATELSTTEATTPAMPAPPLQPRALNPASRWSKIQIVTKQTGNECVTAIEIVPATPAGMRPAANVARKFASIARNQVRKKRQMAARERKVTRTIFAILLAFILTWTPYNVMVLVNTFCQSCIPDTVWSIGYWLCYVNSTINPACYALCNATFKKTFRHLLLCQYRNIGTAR
CHRM4 agonist = CHRM4 agonism in calcium assay; P08173; CHO-K1 hM4/Gqi5, Fluo-8 calcium fluorescence; vehicle 0%, full acetylcholine response 100%; activation, % at 3 µM; hit rate 0.14% among 360,000; AID 624127;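 active means activation above the run mean over all test wells plus 3 SD, cut at about 32% in these data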;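 further: peak over basal fluorescence ratio per well then scaled between controls; 0% = DMSO wells and 100% = acetylcholine at EC100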
CHRM1 antagonist = antagonists of human M1 muscarinic receptor; CHO-K1 hM1, Fluo-8 calcium fluorescence, ACh EC80 antagonist; inhibition, % at 3 µM; hit rate 1.3% among 360,000;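 active means percent inhibition above its own plate's cutoff, namely the mean of that plate's compound wells plus 3 SD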;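 further: peak over basal fluorescence ratio during 140 s after agonist addition; 0% = ACh EC80 plus DMSO and 100% = DMSO alone without agonist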
CHRM5 PAM = CHRM5 positive allosteric modulation | P08912 | CHO-K1 hM5, Fluo-8 calcium, ACh EC20 PAM; 0% = ACh EC20, 100% = ACh EC100 | activation, % at 3 µM | hit rate 0.3% among 360,000 | AID 624038;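 active means activation above the run cutoff, the mean activation of all test compounds plus 3 SD, cut at about 18% in these data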
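System: CHO-K1 cell line with stable human muscarinic M5 receptor expression | Also added: EC20 acetylcholine as agonist stimulus | Compound: One concentration, 3 µM final (nominal) | Timing: Fluo-8 loading 80 min at 37 °C plus 30 min room temperature | Measured by: Fluo-8 calcium dye fluorescence, kinetic read | Read-out basis: % activation, ACh-normalized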
M1 PAM = human CHRM1 positive allosteric modulation | CHO-K1 hM1, Fluo-8 calcium fluorescence, ACh EC20; 0% = ACh EC20, 100% = maximal ACh | activation, % at 3 µM | hit rate 0.088% among 360,000 | AID 588819; in the data active means activation above about 19%, passing the limit was not always enough
CHRM5 agonist = agonists of human muscarinic M5 receptor (CHRM5). hit rate 0.19% among 360,000. CHO-K1 hM5 cells, Fluo-8 calcium fluorescence; 0% DMSO wells, 100% maximal acetylcholine response. P08912. AID 624037. activation, % at 3 µM;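 active means activation above the run's mean over test compounds plus 3 SD, cut at about 23% in these data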;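 further: signal is peak over basal fluorescence ratio across the kinetic read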
CHRM1 agonist = human M1 muscarinic receptor agonism; P11229; CHO-K1 hM1, Fluo-8 calcium fluorescence, agonist mode; 0% DMSO, 100% acetylcholine EC100; activation, % at 3 µM; hit rate 0.33% among 360,000; AID 588814;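 active means activation above the run's mean compound activation plus 3 SD, cut at about 16% in these data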;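 further: peak over basal fluorescence ratio within a 140 s kinetic read after compound addition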
TAAR1 ag = human TAAR1 agonism | Q96RJ0 | CHO RD-HGA16 TAAR1, Fluo-8 calcium fluorescence; vehicle wells 0%, saturating PEA agonist 100% | activation, % at 3 µM | hit rate 0.99% among 360,000 | AID 624467;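 active means activation above the mean activation of all test compounds in the run plus 3 SD, cut at about 38% in these data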
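Assay system: CHO-derived RD-HGA16 cells with stable Gα16 and human TAAR1; timing: 17-24 h seeding, 75 min 37 °C dye, 30 min RT; read-out: % activation from peak over basal fluorescence ratio, DMSO-to-PEA scaled; measured by: kinetic Fluo-8 calcium fluorescence; benchmarks: low control DMSO, high control PEA (EC100); doses: 3 µM single concentration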
* marks the source's active call; other numbers are inactive results; / = no result given. Not all compounds are listed (hit frequency here may not be typical).

The line under a structure holds: M5 antag	M4 antag	CHRM4 agonist	CHRM1 antagonist	CHRM5 PAM	M1 PAM	CHRM5 agonist	CHRM1 agonist	TAAR1 ag
1	O=C(NCC1CCCO1)c1cc(-c2ccccc2F)no1 (stereo unspecified)
→ 0	-9	1	-1	-2	2	-4	-1	2
2	COc1cc(OC)cc(C2=Cc3ccccc3C(CC(C)=O)N2c2ccc(-c3cncnc3)cc2)c1 (stereo unspecified)
→ -7	-6	1	/	5	/	1	/	4
3	CCN(CC)c1ccc(C(=O)OCC(=O)Nc2ccc3[nH]c(=O)[nH]c3c2)cc1
→ 7	-1	3	4	-9	-4	3	-4	5
4	O=C(Oc1ccc(F)cc1C(=O)/C=C/c1cccs1)c1cccc([N+](=O)[O-])c1
→ 2	-7	0	-28	8	0	-7	-4	1
5	CN(C)/C=C1\C(=O)N(c2ccc(Cl)cc2)CS1(=O)=O
→ 0	-12	2	-1	-4	-4	0	-1	0
6	COc1ccc(C)cc1N(CC(=O)N/N=C/c1ccccc1C(=O)O)S(=O)(=O)c1ccccc1
→ 3	-6	0	1	-2	5	-1	-3	1
7	O=C(N/N=C/c1cccc([N+](=O)[O-])c1)c1ccc(COc2ccccc2-c2ccccc2)cc1
→ 6	-1	0	1	-6	-1	-4	-7	0
8	COc1ccc(C=O)cc1Cn1c(C)cc(C)c(C#N)c1=O
→ -1	1	1	-6	-1	-2	0	-7	0
9	Cc1nc(C)n(C(C)CNC(=O)c2cccc(Br)c2)n1 (stereo unspecified)
→ 12	-2	0	-12	2	4	-7	-4	5
10	CCOC(=O)c1c(-c2cccs2)csc1NC(=O)CN1CCOCC1
→ -3	7	-2	3	-8	-3	-4	0	44*
11	CC(=O)N1CCN(Cc2cc(=O)oc3cc(C)ccc23)CC1
→ -1	-8	2	-7	4	10	4	-6	0
12	C(=NN=C1c2ccccc2-c2ccccc21)c1c[nH]c2ccccc12
→ 4	-13	1	-13	-1	7	2	0	1
13	Nc1nc(SCCO)[nH]c(=O)c1NC(=O)c1ccccc1F
→ 5	4	0	7	0	-3	-4	-6	9
14	CCc1nnc(NC(=O)c2ccc(S(=O)(=O)N3CCCC(C)C3)cc2)s1 (stereo unspecified)
→ -2	-4	1	-7	4	14	-2	0	-3
15	COc1ccc(OCC(=O)N2CCC3(CC2)CC(=O)c2ccccc2O3)cc1
→ 7	1	3	-8	-5	7	-1	-3	2
16	Cc1ccc(S(=O)(=O)N2CCCCCC2)cc1C(=O)NCc1ccccn1
→ 4	-14	2	-8	4	11	0	-2	0
17	CSc1nc(C)c(C(=O)C[n+]2ccccc2)cc1C#N
→ -2	-3	0	28*	10	-14	-9	-7	1
18	COc1ccccc1/C=C/C(=O)OCC(=O)Nc1ccc2c(c1)OCCO2
→ 2	-2	2	-11	-8	3	6	-1	6
19	CCOC(=O)c1c(NC(=O)N/N=C/c2ccccc2OCC)sc(C(C)=O)c1C
→ 2	4	1	-3	0	5	1	-2	4
20	COc1ccc(S(=O)(=O)Cc2ccc(C(=O)NCc3ccc(C)cc3)o2)cc1
→ 16	2	11	16	-7	-10	4	-2	2
21	CCN(c1cccc(C)c1)S(=O)(=O)c1ccc2c(c1)NC(=O)CS2
→ 16	9	0	7	-9	-5	-10	-4	4
22	O=C(Nc1c(F)cccc1F)C1CCN(C(=O)c2cccs2)CC1
→ 1	-1	1	-1	3	20	-3	4	-1
23	COc1cc(NC(=O)COC(=O)c2ccc(S(=O)(=O)N3CC(C)CC(C)C3)cc2)c(C)cc1[N+](=O)[O-] (stereo unspecified)
→ 2	-4	-1	-11	-5	4	-4	-5	/
24	CC1(C)CC(=O)C(C=Nc2ccccc2)=C(O)C1
→ 10	1	1	-4	-2	4	-1	-3	12
25	O=C(/C=C1\NC2(CCCC2)Cc2ccccc21)N1CCOCC1
→ -2	-14	0	-14	0	11	-1	-3	-3
26	CC(C)(C)NS(=O)(=O)c1ccc(CCC(=O)NCc2cccnc2)cc1
→ 4	-2	0	-13	-2	5	2	-6	3
27	Cc1ccc(S(=O)(=O)NNC(=O)C(O)(c2ccccc2C)c2ccccc2C)cc1
→ -8	5	-2	-6	5	10	-4	-4	-2
28	CN(CC(=O)Nc1cccc(F)c1)C(=O)c1ccc2c(c1)OCCO2
→ 4	0	2	-6	5	9	2	-3	7
29	Cc1ccc(C(=O)N2CCOCC2)c(F)c1F
→ -8	0	1	-1	14	4	5	-1	3
30	Cc1cc(NC(=O)c2ccc(F)cc2)n(CCOC(=O)c2ccc(F)cc2)n1
→ 1	2	5	-3	-2	0	3	-6	4

Part of the list above, with each value named.
27) Cc1ccc(S(=O)(=O)NNC(=O)C(O)(c2ccccc2C)c2ccccc2C)cc1
  M5 antag = -8
  M4 antag = 5
  CHRM4 agonist = -2
  CHRM1 antagonist = -6
  CHRM5 PAM = 5
  M1 PAM = 10
  CHRM5 agonist = -4
  CHRM1 agonist = -4
  TAAR1 ag = -2

28) CN(CC(=O)Nc1cccc(F)c1)C(=O)c1ccc2c(c1)OCCO2
  M5 antag = 4
  M4 antag = 0
  CHRM4 agonist = 2
  CHRM1 antagonist = -6
  CHRM5 PAM = 5
  M1 PAM = 9
  CHRM5 agonist = 2
  CHRM1 agonist = -3
  TAAR1 ag = 7

Continuation:
The line under a structure holds: M5 antag	M4 antag	CHRM4 agonist	CHRM1 antagonist	CHRM5 PAM	M1 PAM	CHRM5 agonist	CHRM1 agonist	TAAR1 ag
31	COc1cc(NC(=O)[C@H]2CSCN2C(=O)[C@@H]2CCC(=O)N2)cc(OC)c1OC
→ -4	-20	2	-9	4	9	-2	5	19
32	Cc1ccc(N/C=C2/Sc3ccccc3NC2=O)cc1
→ 6	-23	7	3	-16	-4	-6	-7	4
33	O=C1CCCN1CCC(=O)N1CCCC(Nc2ccc(F)c(F)c2)C1 (stereo unspecified)
→ -5	-3	1	-7	4	2	0	9	-1
34	Cc1cc2ncn(/N=C/c3cccnc3)c2cc1C
→ -6	-9	1	-5	4	5	-10	-3	7
35	O=C(O)C(Oc1ccc2c(-c3ccccc3)cc(=O)oc2c1)c1ccccc1 (stereo unspecified)
→ 7	0	0	-15	0	9	-1	-3	0
36	CCOc1cc(N2CCOCC2)c(OCC)cc1NC(=O)COc1cccc2cccnc12
→ 11	26	17	33	-18	-13	4	2	20
37	COc1ccc(C2c3c(ncn(CCN4CCOCC4)c3=N)Oc3ccc4ccccc4c32)cc1OC (stereo unspecified)
→ -2	-8	2	-4	0	7	-1	-6	4
38	Cc1cc(N/C=C/C(=O)c2cccc3ccccc23)no1
→ 7	5	6	-22	-3	4	-1	-5	6
39	CCn1cc(C(=S)N2CCC(C(N)=O)CC2)c2ccccc21
→ 15	6	1	2	1	5	-2	-5	1
40	COC(=O)c1c(-c2ccsc2)oc2ccc(-c3cc(OC)c(OC)c(OC)c3)cc12
→ 12	4	0	10	-6	0	3	-3	0

Part of the list above, with each value named.
36. CCOc1cc(N2CCOCC2)c(OCC)cc1NC(=O)COc1cccc2cccnc12
  M5 antag: 11 | M4 antag: 26 | CHRM4 agonist: 17 | CHRM1 antagonist: 33 | CHRM5 PAM: -18 | M1 PAM: -13 | CHRM5 agonist: 4 | CHRM1 agonist: 2 | TAAR1 ag: 20

37. COc1ccc(C2c3c(ncn(CCN4CCOCC4)c3=N)Oc3ccc4ccccc4c32)cc1OC (stereo unspecified)
  M5 antag: -2 | M4 antag: -8 | CHRM4 agonist: 2 | CHRM1 antagonist: -4 | CHRM5 PAM: 0 | M1 PAM: 7 | CHRM5 agonist: -1 | CHRM1 agonist: -6 | TAAR1 ag: 4

38. Cc1cc(N/C=C/C(=O)c2cccc3ccccc23)no1
  M5 antag: 7 | M4 antag: 5 | CHRM4 agonist: 6 | CHRM1 antagonist: -22 | CHRM5 PAM: -3 | M1 PAM: 4 | CHRM5 agonist: -1 | CHRM1 agonist: -5 | TAAR1 ag: 6

39. CCn1cc(C(=S)N2CCC(C(N)=O)CC2)c2ccccc21
  M5 antag: 15 | M4 antag: 6 | CHRM4 agonist: 1 | CHRM1 antagonist: 2 | CHRM5 PAM: 1 | M1 PAM: 5 | CHRM5 agonist: -2 | CHRM1 agonist: -5 | TAAR1 ag: 1

Next section
41: Cc1ccc(C[n+]2cc(-c3ccc(Cl)cc3)n3c2CCC3)cc1
42: Cc1ccc2c(c1)N(CC(=O)NCC1CCCO1)C(=O)C(C)O2 (stereo unspecified)
43: COc1ccc(-c2nc3ccccc3n2OCC(=O)O)cc1
44: CC(=O)c1cc(-c2ccccc2)n(CCC(=O)NC2CCC(C)CC2)c1C (stereo unspecified)
45: OC(CN1C2=NCCN2c2ccccc21)c1ccc2c(c1)OCO2 (stereo unspecified)
46: CC1(C)CC(=O)C(/C=N/n2c(C(F)(F)F)nc3ccccc3c2=O)=C(O)C1
47: COc1ccc(N2CCN(C(=O)C3CCN(C(=O)c4ccc([N+](=O)[O-])cc4)CC3)CC2)cc1
48: Cc1ccccc1OCC(=O)OCC(=O)Nc1ncc(Cl)c(C)c1Cl
Compound	41	42	43	44	45	46	47	48
M5 antag	-9	-1	5	-4	-5	-6	8	1
M4 antag	9	-4	11	-6	8	0	4	-3
CHRM4 agonist	1	0	12	1	1	1	2	0
CHRM1 antagonist	5	-16	12	-10	-8	-1	-2	-14
CHRM5 PAM	8	4	-14	2	0	-1	-2	4
M1 PAM	-2	7	-13	5	4	0	8	19
CHRM5 agonist	-19	-3	1	-1	3	1	0	2
CHRM1 agonist	-9	-2	-6	-6	-4	-3	1	0
TAAR1 ag	3	-1	2	3	0	5	0	0

49: Cn1c(=O)c2c(ncn2CC(=O)OCC(=O)NNC(=O)c2ccc(Cl)cc2)n(C)c1=O
50: N#CCCN1CCN(S(=O)(=O)c2ccc(S(=O)(=O)N3CCCC3)cc2)CC1
51: Cc1sc2nc[nH]c(=S)c2c1-c1ccccc1
52: C(=C\CSc1nnnn1-c1ccccc1)/CSc1nnnn1-c1ccccc1
53: COc1ccc(C(=O)NCCn2ccc3ccccc32)cc1OC
54: O=C(NNC1=NS(=O)(=O)c2ccccc21)c1ccc(Cl)cc1
55: Cc1cccc(C(=O)OCC(=O)NC(=O)NC2CCCCC2)c1
56: CC(=O)Nc1ccc(NCc2cccs2)cc1
57: Cc1cccc(C(=O)Nc2cccc(NC(=O)c3ccccc3)c2)c1
58: O=C(CCNC(=O)c1ccco1)Nc1ccc(OC(F)F)cc1
Compound	49	50	51	52	53	54	55	56	57	58
M5 antag	-2	5	10	2	-1	-12	0	-11	1	1
M4 antag	-4	5	4	-3	-16	5	8	-8	10	-3
CHRM4 agonist	0	1	7	1	0	0	0	0	10	0
CHRM1 antagonist	-10	-7	-2	-6	-11	-3	13	-14	-6	-2
CHRM5 PAM	5	-5	13	-6	-3	2	-1	12	-9	1
M1 PAM	9	4	9	5	15	2	-7	18	16	3
CHRM5 agonist	3	3	16	-4	0	-3	0	4	-3	-3
CHRM1 agonist	-2	-8	4	-7	5	-6	-1	1	0	-4
TAAR1 ag	0	0	20	4	2	5	1	0	4	0
